All columns: NCI-60 one-dose screen, growth in % after 48 h at 10 µM unless noted; 100 = growth as untreated, 0 = no growth, -100 = all killed.
COLO 205: COLO 205 colon cancer. 79,000 compounds, 7.3% hits. AID 1794742
HCT-116: HCT-116 colon cancer; 82,000 compounds, 7.3% hits
HT29: HT29 colon cancer; 81,000 compounds, 7.4% hits; AID 1794748
NCI-H322M: NCI-H322M lung cancer; 80,000 compounds, 2.7% hits
NCI/ADR-RES: NCI/ADR-RES ovarian cells; 81,000 compounds, 4.4% hits; AID 1794790
HCT-15: HCT-15 colon cancer; AID 1794746; 82,000 compounds, 5.2% hits
NCI-H226: NCI-H226 lung cancer; 79,000 compounds, 3.5% hits; AID 1794732
NCI-H522: NCI-H522 lung cancer; 78,000 compounds, 8% hits
NCI-H460: NCI-H460 lung cancer | 82,000 compounds, 6.8% hits
* = called active by the depositor; · = not tested or not shown; & = joins results of further samples; ! = not confirmed by another sample. Rule for the calls: active = growth percent below 10; inactive = the rest.

SMILES | COLO 205 | HCT-116 | HT29 | NCI-H322M | NCI/ADR-RES | HCT-15 | NCI-H226 | NCI-H522 | NCI-H460
CCCCCCCCCCCCCCCC[N+](C)(C)Cc1ccccc1 | -100* | -100* | -81* | 34&63 | 84&82 | 42&64 | -6.4*! | -58* | -100*!
CC(=O)Nc1ccc(C(=O)O)cc1 (tested in a mixture with another compound) | 110&104 | 105&95 | 96&81 | 96&97 | 102&97 | 104&109 | 104&100 | 90&61 | 103&107
CC1(C)C2CCC1(CS(=O)(=O)O)C(=O)C2 (stereo not given) | 132&93 | 101&98 | 108&98 | 99&90 | 112&104 | 104&92 | 102&128 | 107&95 | 108&111
[Na+] | 113 | 105 | 118 | 122 | 118 | 102 | 107 | · | 112

Some entries already given, reduced to HCT-116 and NCI-H522:
Molecule	HCT-116	NCI-H522
CC(=O)Nc1ccc(C(=O)O)cc1 (tested in a mixture with another compound)	105&95	90&61
CC1(C)C2CCC1(CS(=O)(=O)O)C(=O)C2 (stereo not given)	101&98	107&95

Only part of the results is shown. The share of hits here may be higher or lower than overall.
